Screening results: PubChem BioAssay, Sanford-Burnham Center for Chemical Genomics
EBI2 block = antagonists of human EBI2 receptor; P32249; EBI2 beta-arrestin recruitment, luminescence, 7a,25-OHC stimulated; inhibition, % at 5 µM; actives 0.81% (n = 360,000); AID 651636; in the data active means inhibition above about 38%;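 further: enzyme fragment complementation signal reports receptor beta-arrestin coupling in cells; 0% = agonist plus DMSO wells and 100% = wells without agonist; some results beyond the cut were filed as inactive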
Target sequence (P32249 whole entry, looked up, the tested form may be a part): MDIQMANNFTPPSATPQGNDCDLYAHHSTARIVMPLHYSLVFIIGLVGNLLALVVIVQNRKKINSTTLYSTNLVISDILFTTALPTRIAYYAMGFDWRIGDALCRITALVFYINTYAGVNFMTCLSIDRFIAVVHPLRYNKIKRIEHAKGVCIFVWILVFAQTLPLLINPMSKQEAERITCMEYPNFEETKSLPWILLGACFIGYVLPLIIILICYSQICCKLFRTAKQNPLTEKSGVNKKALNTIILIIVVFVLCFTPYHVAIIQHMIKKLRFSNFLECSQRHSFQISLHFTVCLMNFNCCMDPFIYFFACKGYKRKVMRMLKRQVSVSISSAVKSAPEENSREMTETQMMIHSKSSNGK
Jurkat NFkB inh = lowers PMA/ionomycin-induced NF-kB signal in Jurkat cells; actives 0.53% (n = 330,000); PMA/ionomycin-induced NF-kB luciferase reporter, luminescence; AID 435003; inhibition, % at 4 µM; in the data active means inhibition above about 50%
697 NFkB inh = inhibitors of the PMA/ionomycin-induced NF-kB reporter in 697 B cells | 697 B-cell NF-kB luciferase reporter, 16 h | actives 0.33% (n = 330,000) | inhibition, % at 4 µM; in the data active means inhibition above about 35%
Gli-Sufu block = blocks Gli-Sufu signaling in a luciferase reporter; Sufu-KO-LIGHT fibroblasts, Gli luciferase reporter luminescence; actives 0.74% (n = 340,000); inhibition, % at 5 µM;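 active means inhibition above about 55%, limit read from the data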;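 further: 0% = DMSO-treated cells and 100% = wells with medium but no cells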
UBC13 polyUb = inhibitors of human UBC13 polyubiquitin chain formation | P61088 | TR-FRET | inhibition, % at 20 µM | actives 0.47% (n = 330,000) | AID 485273; in the data active means inhibition above about 45%, passing the limit was not always enough
Target sequence (P61088 whole entry, looked up): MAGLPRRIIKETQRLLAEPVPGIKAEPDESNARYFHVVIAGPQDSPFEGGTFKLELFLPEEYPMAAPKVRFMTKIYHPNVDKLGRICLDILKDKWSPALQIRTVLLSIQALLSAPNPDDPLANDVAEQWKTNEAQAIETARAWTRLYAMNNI
APJ antag = blocks the human apelin receptor APJ. AID 2521. P35414. inhibition, % at 20 µM. actives 0.32% (n = 330,000). CHO-K1 APJ beta-arrestin complementation, luminescence;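 active means inhibition above about 40% at 20 µM, limit read from the data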;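 further: cells challenged with 10 nM apelin-13 agonist together with compound; plate controls were apelin-13 plus DMSO wells for no effect and DMSO wells lacking apelin-13 for full effect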
CXCR6 inh = blocks human CXCR6 beta-arrestin recruitment. actives 0.36% (n = 360,000). O00574. AID 602244. CHO-K1 PathHunter CXCR6 beta-arrestin, luminescence. inhibition, % at 20 µM; in the data active means inhibition above about 34%, passing the limit was not always enough;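 further: antagonist mode with CXCL16 agonist at 10 nM final; 0% = 10 nM CXCL16 with DMSO and 100% = unstimulated wells without agonist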
CCR6 antagonist = antagonists of human CCR6 receptor; CHO-K1 CCR6 PathHunter beta-arrestin, luminescence, CCL20-stimulated; actives 0.49% (n = 340,000); inhibition, % at 20 µM; AID 493098;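 active means compounds whose inhibition of the agonist-driven luminescence signal at 20 µM reaches about 50%, limit read from the data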;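 further: cells stimulated with CCL20 at 14 nM final; plate controls were DMSO with CCL20 for no effect and DMSO without agonist for full effect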
Target sequence (P51684 whole entry, looked up): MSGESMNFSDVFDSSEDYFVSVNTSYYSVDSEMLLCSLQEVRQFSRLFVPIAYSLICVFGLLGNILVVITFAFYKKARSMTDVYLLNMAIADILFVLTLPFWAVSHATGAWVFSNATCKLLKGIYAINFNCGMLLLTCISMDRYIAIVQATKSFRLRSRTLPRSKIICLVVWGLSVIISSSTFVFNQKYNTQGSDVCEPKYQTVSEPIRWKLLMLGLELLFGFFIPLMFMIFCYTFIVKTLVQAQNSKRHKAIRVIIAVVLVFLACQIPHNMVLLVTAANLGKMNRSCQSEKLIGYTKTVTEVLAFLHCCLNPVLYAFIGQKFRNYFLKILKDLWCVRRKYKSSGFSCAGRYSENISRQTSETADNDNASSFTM
Starred values were filed as active, the others as inactive; . = not tested or not shown.

SMILES	EBI2 block	Jurkat NFkB inh	697 NFkB inh	Gli-Sufu block	UBC13 polyUb	APJ antag	CXCR6 inh	CCR6 antagonist
Cc1c(NC(=O)C(C)OC(=O)CNC(=O)c2ccccc2)c(=O)n(-c2ccccc2)n1C (stereo unspecified)	6	10	-12	0	-5	-21	-3	-8
Cc1ccc(C)c(-c2cc(C(=O)NC3CC3)c3ccccc3n2)c1	10	3	13	-6	-4	-8	3	1
COc1cc(/C=N/NC(=O)CSc2cc(C)c(Br)cc2C)ccc1O	59*	16	-6	13	5	-1	-20	-8
S=c1[nH]nc(COc2ccccc2)n1/N=C/c1ccc(Cl)cc1	2	-14	1	-4	0	9	0	10
O=[N+]([O-])c1cccc(OCCCN2CCC(Cc3ccccc3)CC2)c1	5	.	.	42	.	.	7	25
COc1ccc(/C=C2/SC(=S)N(CCC(=O)N3CCN(C)CC3)C2=O)cc1	8	-3	1	29	9	-1	-16	18
CN(C)S(=O)(=O)c1cccc(NC(=O)c2ccc(Sc3nncn3C)c([N+](=O)[O-])c2)c1	-18	-4	29	0	-12	-21	-6	6
O=C(CC1CS(=O)(=O)CC1CC(=O)Nc1ccc2c(c1)OCCO2)Nc1ccc2c(c1)OCCO2 (stereo unspecified)	-6	-51	-85	42	-2	-3	-5	5
Cc1ccc(C(=O)OCC(=O)c2ccc(CC(=O)N3CCOCC3)s2)c(C)c1	10	3	26	0	-8	-5	-2	8
CC(C)(C)NC(=O)C(c1ccc(O)cc1)N(C(=O)CCC(=O)Nc1nccs1)c1cccc(F)c1 (stereo unspecified)	-4	-6	7	-1	7	3	-9	-5
Cc1csc(NC(=O)C2C3C=CC(C3)C2C(=O)O)n1 (stereo unspecified)	-2	4	16	-16	3	6	2	-5
COc1cccc(CC(=O)Nc2cc(S(=O)(=O)N3CCOCC3)ccc2N2CCN(C)CC2)c1	-1	-6	14	-1	9	16	12	4
COc1ccc2o/c(=N\O)c(C(=O)Nc3ccccc3OC)cc2c1	2	-1	-3	10	-14	-40	-17	-19
CN(CCOC(=O)c1cccc(F)c1)Cc1ccccc1	1	-9	5	-10	8	1	7	13
CCn1nc(C(=O)OC(C(=O)c2c[nH]c3ccccc23)c2ccccc2)c2ccccc2c1=O (stereo unspecified)	25	10	2	2	7	5	6	16
O=C1CCc2cc(S(=O)(=O)NCCC(=O)N3CCN(c4cccc(Cl)c4)CC3)ccc2N1	5	-6	3	7	-5	-10	-5	-3
COC(=O)c1ccccc1NC(=O)C1CCCN(c2nnc(-n3cccc3)s2)C1 (stereo unspecified)	15	11	12	-1	-10	5	13	12
O=C(COc1ccc2c3c(c(=O)oc2c1)CCCC3)N1CCN(c2ccc(F)cc2)CC1	-8	18	2	4	-4	21	0	20
NC(=S)N/N=C/c1ccc2cccc(OCc3ccccc3)c2n1	35	-9	4	-17	27	13	13	1
O=C(NCCCN1CCOCC1)c1cc2c(=O)[nH]c3ccccc3c2s1	-7	-14	-17	-2	10	6	0	-3
CCOC(=O)C(CCCOc1ccccc1)C(=O)OCC	4	-3	5	25	4	15	6	-16
Cc1cccc([C@H]2[C@@H]3C=CC[C@@H](C)[C@@H]3C(=O)N2Cc2ccccc2)c1	5	.	22	4	.	.	2	31
O=C1NC(=S)SC1=Cc1cc(Br)ccc1O	-6	.	.	5	.	.	13	20
CC(C)CCNC(=O)C1CC(c2ccccc2C(F)(F)F)=NO1 (stereo unspecified)	6	0	6	6	0	-97	-3	3
COc1cccc(OC)c1C(=O)Nc1ccccc1C(=O)N1CCOCC1	-19	12	9	8	-2	6	5	-2
Later entries.
SMILES	EBI2 block	Jurkat NFkB inh	697 NFkB inh	Gli-Sufu block	UBC13 polyUb	APJ antag	CXCR6 inh	CCR6 antagonist
COCCN(C(=O)COC(=O)c1c(-c2ccccc2)noc1C)c1c(N)n(Cc2ccccc2)c(=O)[nH]c1=O	0	12	11	-4	-5	-13	-2	8
O=C(NCc1ccco1)C1(c2ccc(Cl)cc2)CCCC1	-15	-3	10	2	0	29	4	-15
Cc1cc(C(=O)CSc2nc(N)cc(=O)[nH]2)c(C)n1-c1cccc(F)c1	-6	-2	-32	57*	-19	4	-8	-5
CCCC1(C(=O)OC)NC(c2cccc(F)c2)C2C(=O)N(CC)C(=O)C21 (stereo unspecified)	-1	-1	17	5	7	18	-1	2
Clc1ccc(Nc2ccc(Cl)nn2)cc1	-5	8	5	-35	2	-12	-12	15
COC(=O)c1ccc(C2C(C#N)=C(C)NC3=C2C(=O)CC(C)(C)C3)cc1 (stereo unspecified)	5	1	7	-10	11	2	5	8
O=C1CCCC2=C1C(c1cccc(Br)c1)n1nc(-c3ccco3)nc1N2 (stereo unspecified)	8	-4	2	14	2	-7	9	-4
CC(=O)OCc1cc2cccc(C)c2[nH]c1=O	1	-4	-1	-3	-6	9	-10	-3
Cc1cc(C)c(S(=O)(=O)N2CCCCCC2)cc1Br	4	-4	-4	3	7	4	1	19
Cc1cc(=O)[nH]c(SCc2cccc(F)c2)n1	18	-17	-14	-3	-10	-16	10	2
CCSc1nnc(-c2ccc(S(=O)(=O)N3CCCC3)cc2)n1C	-15	-23	16	7	-11	-13	-5	-4
CC(=O)c1cn(C2OC(CO)C3OC(C)(C)OC32)c(=O)n(C)c1=O (stereo unspecified)	-2	-28	-27	-5	-6	14	-4	7
CCOc1cc(-c2noc(CCC(=O)NCCc3ccccc3)n2)ccc1OC	0	11	2	-16	1	-9	7	20
N#Cc1cc(C#N)c(N2CCN(c3cccc(Cl)n3)CC2)nc1N	29	-61	-108	-24	-9	0	-1	2
O=C(COc1cccc(NC(=O)c2cccs2)c1)c1ccc(F)cc1	-9	-7	-15	-9	4	2	-5	6
O=C(Cc1ccc([N+](=O)[O-])cc1)Nc1ccc2c(c1)CCC2	1	30	13	-28	0	7	0	11
COc1ccc(NC(=O)/C(C#N)=C/c2ccc3c(c2)n(C)c(=O)n3C)cc1	2	-1	-20	6	-7	5	-8	10
Cc1ccc(Nc2c(-c3ccccc3O)nc3ncccn23)cc1	19	5	14	1	-6	18	1	17
O=C1Cc2ccccc2Sc2c(OCCN3CCCCC3)cccc21	3	6	-19	13	15	-7	8	19
Cc1cccc(N2CCN(C(=O)COc3cc4oc(=O)cc(C)c4cc3Cl)CC2)c1C	22	54*	-26	-8	-2	-3	10	9
CCC(C)NC(=O)C1CCC(=O)N1CCc1ccccc1 (stereo unspecified)	-18	1	11	6	3	8	2	0
O=C(OCCN=C1NS(=O)(=O)c2ccccc21)c1ccco1	-1	-4	14	-4	-3	6	-3	12
N#Cc1ccc(OCC(=O)NCCc2ccc(S(N)(=O)=O)cc2)cc1	-1	-6	15	15	-3	-27	-13	-12
CC1CC(C)CN(CC(O)COCc2ccccc2F)C1 (stereo unspecified)	4	15	13	10	6	15	0	4
Fc1ccc(CN2CCN(C(c3ccccc3)c3ccccc3)CC2)cc1	12	9	-4	10	12	20	-3	15

Ordered by count of non-hydrogen atoms (largest number first): 5 of the compounds above.
SMILES	EBI2 block	Jurkat NFkB inh	697 NFkB inh	Gli-Sufu block	UBC13 polyUb	APJ antag	CXCR6 inh	CCR6 antagonist
COCCN(C(=O)COC(=O)c1c(-c2ccccc2)noc1C)c1c(N)n(Cc2ccccc2)c(=O)[nH]c1=O	0	12	11	-4	-5	-13	-2	8
CCn1nc(C(=O)OC(C(=O)c2c[nH]c3ccccc23)c2ccccc2)c2ccccc2c1=O (stereo unspecified)	25	10	2	2	7	5	6	16
COC(=O)c1ccc(C2C(C#N)=C(C)NC3=C2C(=O)CC(C)(C)C3)cc1 (stereo unspecified)	5	1	7	-10	11	2	5	8
Cc1ccc(C)c(-c2cc(C(=O)NC3CC3)c3ccccc3n2)c1	10	3	13	-6	-4	-8	3	1
O=C1NC(=S)SC1=Cc1cc(Br)ccc1O	-6	.	.	5	.	.	13	20

(next part)
SMILES	EBI2 block	Jurkat NFkB inh	697 NFkB inh	Gli-Sufu block	UBC13 polyUb	APJ antag	CXCR6 inh	CCR6 antagonist
CCOC1CS(=O)(=O)CC1OCC (stereo unspecified)	-4	2	1	-9	0	7	2	1
COC(=O)c1ccc(C)c(NC(=O)Cn2cnc3ccccc3c2=O)c1	-3	15	13	1	4	4	2	-6
CC(C(=O)Nc1nccs1)N1C(=O)c2ccccc2S1(=O)=O (stereo unspecified)	-4	-3	12	-3	2	20	3	2
CC(C)(C)c1cc(-n2ccnc2)n2ncc(-c3ccc(Cl)cc3)c2n1	7	-30	-3	-5	-2	-2	3	-5
O=C(COC(=O)CCNS(=O)(=O)c1ccccc1F)Nc1nnc(-c2ccccc2)o1	-7	-5	4	-1	-2	13	3	7
Cc1nnc(SCC(=O)N2CCCC(C(=O)c3ccc(Cl)cc3)C2)o1 (stereo unspecified)	-5	17	8	16	18	-7	1	-6
CN1CCc2nc(SCC(=O)Nc3cccc(F)c3)c(C#N)c(-c3cccs3)c2C1	11	-10	-8	5	7	-34	-3	6
FC(F)(F)c1ccccc1Nc1nccs1	-9	1	-8	7	1	-17	-7	-9
O=C(NNC(=O)C1CCN(S(=O)(=O)c2ccc(Cl)cc2)CC1)c1ccc(S(=O)(=O)N2CCCCC2)cc1	-2	4	10	2	56*	-9	3	11
OCC(O)C1OC(c2ccccc2)OC(CO)C1O (stereo unspecified)	-6	.	.	1	.	.	4	6
Cc1cccc(CS(=O)(=O)Cc2ccc(C(=O)NC3CCCCCC3)o2)c1	-5	11	4	25	7	6	1	7
COC(C[C@@H]1O[C@H]1C(=O)[C@@H](C)OCc1ccccc1)OC	11	-1	-2	-3	-3	11	0	-4
CCCCOc1cccc(C(=O)Nc2ccc(S(=O)(=O)Nc3cc(C)on3)cc2)c1	1	12	11	9	-2	4	10	13
CCOC(=O)N1CCN(c2ncc(C(F)(F)F)cc2Cl)CC1	-3	-5	5	11	-5	3	-4	1
O=C(Nc1ccc2c(c1)oc1ccccc12)c1cccnc1	-2	-73	-49	-35	4	8	2	4
Cc1ccc(C(=O)CSc2nc3ccccc3c(=O)n2N)o1	0	-90	-51	-32	4	4	2	-4
CC(C)N1CC(C(=O)Nc2ccc(Br)c(Cl)c2)CC1=O (stereo unspecified)	8	-2	-11	7	-11	9	1	11

Entries of single compounds as entered above.
Profile of CN1CCc2nc(SCC(=O)Nc3cccc(F)c3)c(C#N)c(-c3cccs3)c2C1 = EBI2 block = 11; Jurkat NFkB inh = -10; 697 NFkB inh = -8; Gli-Sufu block = 5; UBC13 polyUb = 7; APJ antag = -34; CXCR6 inh = -3; CCR6 antagonist = 6
Profile of CC(C(=O)Nc1nccs1)N1C(=O)c2ccccc2S1(=O)=O (stereo unspecified) = EBI2 block = -4; Jurkat NFkB inh = -3; 697 NFkB inh = 12; Gli-Sufu block = -3; UBC13 polyUb = 2; APJ antag = 20; CXCR6 inh = 3; CCR6 antagonist = 2

Limited to UBC13 polyUb and CCR6 antagonist (3 entries from above):
| canonical_smiles | UBC13 polyUb | CCR6 antagonist |
| --- | --- | --- |
| Cc1cccc(CS(=O)(=O)Cc2ccc(C(=O)NC3CCCCCC3)o2)c1 | 7 | 7 |
| CC(C)N1CC(C(=O)Nc2ccc(Br)c(Cl)c2)CC1=O (stereo unspecified) | -11 | 11 |
| CN1CCc2nc(SCC(=O)Nc3cccc(F)c3)c(C#N)c(-c3cccs3)c2C1 | 7 | 6 |
